# S-ASM inh – human S-ASM enzyme inhibition | Potency, µM (series often up to 57.5 µM), inactives show at the highest dose activity change, negative = inhibition, usual class: inhibitors | placental ASM, HMU-PC fluorogenic substrate, 60 min | 0.006% of 340,000 active | P17405 | AID 504937; note: potency is the fitted concentration of half-maximal effect
# Target sequence (P17405 47-631 limits assumed): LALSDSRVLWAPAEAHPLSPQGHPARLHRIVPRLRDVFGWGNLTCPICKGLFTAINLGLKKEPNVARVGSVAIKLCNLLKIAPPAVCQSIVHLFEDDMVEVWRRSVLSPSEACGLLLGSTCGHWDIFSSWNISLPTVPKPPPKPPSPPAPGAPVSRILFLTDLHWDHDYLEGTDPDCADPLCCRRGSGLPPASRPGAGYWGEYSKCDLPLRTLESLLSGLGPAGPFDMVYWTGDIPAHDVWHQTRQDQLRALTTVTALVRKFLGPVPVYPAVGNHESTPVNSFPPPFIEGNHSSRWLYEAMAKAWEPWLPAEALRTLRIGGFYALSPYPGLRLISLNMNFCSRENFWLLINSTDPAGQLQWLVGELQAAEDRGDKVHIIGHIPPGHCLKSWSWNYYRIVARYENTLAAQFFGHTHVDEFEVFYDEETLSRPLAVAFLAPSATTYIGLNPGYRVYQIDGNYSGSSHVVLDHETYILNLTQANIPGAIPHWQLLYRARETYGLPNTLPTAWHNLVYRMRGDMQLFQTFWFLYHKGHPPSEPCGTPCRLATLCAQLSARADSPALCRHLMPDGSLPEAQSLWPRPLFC
#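 Human placenta-derived ASM preincubated with compound 10 min at room temperature, then reacted with 9 uM (final) fluorogenic HMU-PC substrate for 60 min at 37 C. Stop solution raises pH to 10; fluorescence read at Ex 386/Em 447 nm.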
# ELG1 genotox – inducers of genotoxicity in HEK293T ELG1-luciferase cells. HEK293T ELG1-luciferase reporter, luminescence, 16 h. AID 504466. Potency, µM (titrated, usually from 46 µM), inactives show at the highest dose activity change, positive = activation, actives largely listed as activators. 1.3% of 330,000 active; note: potency is the fitted concentration of half-maximal effect; % of control where 0% means no effect; nearly all actives have a fitted effect of over 60% in size
#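 Screening used a luciferase reporter fused to human ELG1 in HEK293T cells. Luminescence was read on a CCD plate imager after 16 hr exposure and 30 min ONE-Glo incubation.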
# Integrin act MD – activators of alpha7 integrin expression for muscular dystrophy; alpha7betagal myoblasts, beta-gal FDG fluorescence, 48 h; Potency, µM (titrated, usually from 38.3 µM), for the others: at the highest dose activation, usual class: activators; 0.064% of 350,000 active;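 note: potency is the fitted concentration of half-maximal effect; 100% = response of the positive control SU9516; nearly all actives have a fitted effect of over 60% in size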
#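 alpha7betagal+/- myoblasts (passage 13, 250/well) treated 48 h at 37C with compounds at 1:260 dilution of DMSO stock. Lysed, then beta-galactosidase activity read as FDG fluorescence (ex 480/em 540) after 30 min, with pre-read for autofluorescence.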
# p53 reactivation – mutant p53 re-activation in reporter cells | H1299 p53-A138V BP100-luciferase reporter, luminescence, 24 h | Potency, µM (titrated, usually from 92.2 µM), for the others: at the highest dose activity change, positive = activation, usual class: activators | 0.063% of 320,000 active; note: potency is the fitted concentration of half-maximal effect; % of control where 0% means no effect; nearly all actives have a fitted effect of over 45% in size
#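 p53-null H1299 cells stably carrying temperature-sensitive p53-A138V and a BP100-luciferase reporter were pinned with compounds (4-point, 1:5 series) and held 24 hrs at 37 deg C. Luminescence was read 10 min after detection reagent.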
# B2AR arrestin – beta2AR (human) beta-arrestin recruitment activity; Potency, µM (series often up to 46.1 µM), inactives show at the highest dose activation, most hits filed as activators; 0.02% of 330,000 active; beta-arrestin recruitment to beta2AR, cell-based reporter; P07550;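 note: potency is the fitted concentration of half-maximal effect; 0% = DMSO controls and full agonism = EC100 isoproterenol or metaproterenol; nearly all actives have a fitted effect of over 65% in size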
# USP2a block – blocks human ubiquitin-specific protease USP2a; O75604; USP2 core, Ub-CHOP2 coupled fluorogenic reporter, 485/531; Potency, µM (series often up to 38.3 µM), for the others: top-dose activity change, negative = inhibition, most hits filed as inhibitors; 0.01% of 330,000 active; AID 463254;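 note: potency is the fitted concentration of half-maximal effect; plate controls were DMSO wells for no effect and full inhibition by NEM control for full effect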
#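 USP2 core (10nM final) preincubated 30min RT with compound in 20mM Tris-HCl pH 8.0, 2mM CaCl2, 2mM beta-mercaptoethanol, 0.05% CHAPS; 25nM Ub-CHOP2 plus 25nM reporter substrate added, fluorescence (Ex485/Em531) read after 60min.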
# Eya2 inh – inhibitors of human Eya2 phosphatase activity | recombinant Eya2, OMFP fluorescence dephosphorylation (OMFP is methylfluorescein phosphate) | O00167 | AID 488837 | 0.006% of 330,000 active | Potency, µM (doses to about 76.9 µM), without a hit: at the top dose activity, negative = inhibition, hits mostly inhibitors; note: potency is the fitted concentration of half-maximal effect; % is set by controls: 0 for no effect and ±100 for the full control effect
#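 Eya2 protein (added as 0.2 uM solution) was preincubated with compound for 10 min at ambient temperature in 50 mM HEPES pH 7.5, 50 mM NaCl, 5 uM MgCl2, 0.05% BSA, 1 mM DTT. OMFP (added at 50 uM) then reacted 10 min; fluorescence read at 485/525 nm.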
# TRPV1 agonist – activates the human vanilloid receptor TRPV1. 0.19% of 320,000 active. Q8NER1. AID 540275. TRPV1-expressing cells, Fluo-8 calcium influx, agonist mode. activation, % at 8.33 µM; in the data active = activation above about 80%; inconclusive = between about 30% and that limit; note: 0% is about no effect
#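 Fluo-8 calcium influx in TRPV1-expressing cells, kinetic read (ex 480/em 520 nm). Compound added and read 3 min for agonist activity, followed by capsaicin at EC20 final and 2 min further read for enhancement.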
# TSG101-PTAP inh – blocks PTAP/TSG101 interaction to inhibit HIV-1 budding; Q99816; Fluorescence polarization, FITC-PTAP peptide / Tsg101 binding; Potency, µM (top dose mostly 115 µM), for inactives: at the highest dose activity change, negative = inhibition, usual class: inhibitors; 340,000 tested, under 10 active; AID 493005; active = well fitted inhibition curve with a large enough effect in the main read-out, with a control signal flat, not every such curve was filed as active; inconclusive = small, poorly fitted or top-dose-only effect, or effect the other way, or a change in a side signal; inactive = no such curve, though single readings can be large or run the other way; note: potency is the fitted concentration of half-maximal effect; % of control where 0% means no effect
# Target sequence (Q99816 whole entry, looked up): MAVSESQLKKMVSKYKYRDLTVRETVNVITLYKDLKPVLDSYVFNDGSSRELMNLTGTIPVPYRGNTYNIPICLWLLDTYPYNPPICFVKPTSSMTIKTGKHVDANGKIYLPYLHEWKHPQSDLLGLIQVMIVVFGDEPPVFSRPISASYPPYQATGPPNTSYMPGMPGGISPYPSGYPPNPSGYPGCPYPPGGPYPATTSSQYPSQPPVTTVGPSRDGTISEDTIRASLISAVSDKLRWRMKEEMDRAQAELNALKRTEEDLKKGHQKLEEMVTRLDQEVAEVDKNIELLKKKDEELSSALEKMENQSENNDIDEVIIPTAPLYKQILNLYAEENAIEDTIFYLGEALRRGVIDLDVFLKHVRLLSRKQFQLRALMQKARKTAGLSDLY
#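 Fluorescence anisotropy tracks displacement of a FITC-tagged PTAP peptide (50 nM) from the Tsg101 binding domain (10 uM), following a 20 min room-temperature incubation at pH 7.5.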
# BRCA1 expr up – BRCA1 expression activation; MCF7-BRCA1-FFLuc reporter, luminescence, 48 h; response scale: scaled: vehicle 0%, 10 µM genistein 100%; 1.1% of 380,000 active; Potency, µM (series often up to 46.1 µM), for inactives: at the top dose activation, actives largely listed as activators; AID 624202; note: potency is the fitted concentration of half-maximal effect; nearly all actives have a fitted effect of over 80% in size; some results filed as inactive show a strong effect at the top dose
#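 Reporter cells (MCF7, BRCA1 promoter-firefly luciferase) received library compounds across a concentration series for 48 h. End-point luminescence was measured and concentration-effect curves derived after normalization.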
# uPA surface inh – inhibitors of cell surface uPA generation; Potency, µM (series often up to 38.3 µM), without a hit: top-dose activity change, negative = inhibition, actives largely listed as inhibitors; cell surface uPA generation assay, qHTS; 0.31% of 330,000 active; AID 540303; active = well fitted inhibition curve with a large enough effect; inconclusive = small, poorly fitted or top-dose-only effect; inactive = no such curve, though single readings can be large or run the other way; tested in mouse RAW 264.7 cells; note: potency is the fitted concentration of half-maximal effect; % is set by controls: 0 for no effect and ±100 for the full control effect; nearly all actives have a fitted effect of over 55% in size
# Starred values were filed as active, the others as inactive; u = inconclusive; x = not tested or not shown; [ ] = remark or other dose. Unless noted, calls come from the whole dose curve; as a rule, active = well fitted curve in the direction sought with a large enough effect; inconclusive = small, poorly fitted or top-dose-only effect, or another doubt; inactive = no such curve, though single readings can be large; an effect the other way counts as inactive or inconclusive.
[1] Nc1nc(SCCO)[nH]c(=O)c1NC(=O)c1ccccc1F
[2] O=C(CSc1nnnn1C1CCCCC1)NCc1ccccc1
[3] O=C(Cc1ccc(NC2=NC3CS(=O)(=O)CC3S2)cc1)NCc1ccc(Cl)cc1 (configuration not stated)
[4] Cc1ccc(NC(=O)C(C)Sc2n[nH]c(CNc3ccccc3)n2)cc1 (configuration not stated)
[5] N#CC(c1ccc(O)cc1)N1CCOCC1 (configuration not stated)
[6] CCOc1ccc(-c2nc(N)ncc2Oc2ccc(OC)cc2)c(O)c1
[7] CC(NC(=O)Cn1cc([N+](=O)[O-])cn1)c1ccc(C(C)(C)C)cc1 (configuration not stated)
[8] COc1ccc(-c2oc(NC(=O)CCl)c(C#N)c2-c2ccc(OC)cc2)cc1
[9] C/C(=N\NC(=O)c1ccoc1C)c1ccccc1O
[10] C=C(C)c1cccc(C(C)(C)NC(=O)N2CCOCC2)c1

screen / no.	1	2	3	4	5	6	7	8	9	10
S-ASM inh	4%	-4%	1%	-4%	4%	-11%	0%	u	17%	2%
ELG1 genotox	-4%	6%	3%	-12%	8%	-2%	x	-40%[inhibitor]	18µM*	-1%
Integrin act MD	9%	0%	-9%	6%	-5%	-30%	-59%[inhibitor]	-55%[inhibitor]	-55%[inhibitor]	2%
p53 reactivation	-2%	3%	x	-2%	4%	0%	x	-11%	u	-10%
B2AR arrestin	0.1%	0.0%	-0.2%	-0.2%	-0.1%	0.3%	x	0.1%	-0.1%	-0.3%
USP2a block	0%	0%	0%	3%	-1%	0%	x	-2%	2%	1%
Eya2 inh	5%	-2%	12%	-28%	-3%	-27%	x	-1%	0%	-2%
TRPV1 agonist	-2	3	0	-2	-2	-1	x	7	0	11
TSG101-PTAP inh	-2%	-5%	-1%	-2%	-2%	-1%	0%	-2%	-9%	-8%
BRCA1 expr up	0%	16%	-19%	-14%	-2%	-25%	-19%	-96%	-15%	-1%
uPA surface inh	1%	2%	18%	-4%	4%	-5%	5%	-6%	-11%	-4%

[11] Cc1ccc(N2C(=O)C3CCC(C)(C2=O)C3(C)C)cc1C (configuration not stated)
[12] CCCCN(CCCNC(=O)C1CCN(S(=O)(=O)N2CCOCC2)CC1)Cc1ccccc1
[13] Cc1ccc(C(=O)CCC(=O)NCc2ccccc2)cc1
[14] CCOc1ccc(NC(=O)C2CCN(S(=O)(=O)CC)CC2)cc1
[15] C#CCSc1ncc(S(=O)(=O)c2ccccc2)c(=O)[nH]1
[16] Cc1ccccc1C(=O)O/N=C1\CCS(=O)(=O)c2sccc21
[17] Cc1ccc(/C=C(\NC(=O)c2ccccc2)C(=O)NCC2CCCO2)o1 (configuration not stated)
[18] COc1ccc(Cc2nnc(NC(=O)C(C)(C)C)s2)cc1
[19] COC(=O)C1CCN(C(=O)NC2CCCCC2)CC1
[20] CCCCCc1ccc(OCCCC[n+]2ccccc2)c(CCCCC)c1

screen / no.	11	12	13	14	15	16	17	18	19	20
S-ASM inh	2%	5%	-1%	7%	5%	-3%	-4%	0%	-2%	u
ELG1 genotox	0%	1%	0%	2%	6%	12µM*	0%	0%	1%	-15%
Integrin act MD	11%	-17%	0%	-8%	14%	1%	11%	6%	11%	-69%[inhibitor]
p53 reactivation	-3%	-8%	-1%	x	3%	u	1%	1%	4%	-8%
B2AR arrestin	0.2%	0.2%	0.5%	0.0%	-0.2%	0.5%	-0.2%	-0.3%	0.0%	0.1%
USP2a block	1%	-1%	1%	3%	-1%	0%	2%	1%	2%	-8%
Eya2 inh	-2%	-4%	-8%	2%	5%	4%	3%	5%	-14%	-3%
TRPV1 agonist	3	8	26	6	-3	13	1	5	2	11
TSG101-PTAP inh	-6%	-2%	-2%	-4%	-5%	0%	-4%	-2%	2%	-1%
BRCA1 expr up	-6%	0%	-6%	10%	5%	11%	-1%	-4%	16%	-74%
uPA surface inh	-1%	7%	8%	0%	3%	5%	-23%	1%	-1%	-12%

[21] O=C(N/N=C/c1ccc([N+](=O)[O-])o1)c1ccccc1NS(=O)(=O)c1cccs1
[22] CCOc1ccc(-c2nc(C#N)c(N3CCCCCC3)o2)cc1
[23] COc1ccc(C(C(=O)NC2CCCCC2)N(C(=O)c2sc(C)nc2C)c2ccccc2)cc1 (configuration not stated)
[24] CC(C)n1c(CN(C)c2ccccc2)nc2ccccc21
[25] CN(C)/C=N/C(=S)Nc1ccc(Cl)c(Cl)c1
[26] CCCCC(=O)Nc1cccc(NC(=S)NC(C)=O)c1
[27] COc1ccc2nc3c(c(-c4ccccc4)c2c1)CCC3
[28] Cn1c(=S)c2[nH]c(SCC3CCCO3)nc2n(C)c1=O (configuration not stated)
[29] Cc1sc(NC(=O)CSc2nnc(-c3ccc(F)cc3)o2)c(C#N)c1C
[30] Cn1c(O)c(N=NC(=O)Cn2c(C(F)(F)F)nc3ccccc32)c2ccccc21

screen / no.	21	22	23	24	25	26	27	28	29	30
S-ASM inh	-3%	1%	-1%	0%	-2%	8%	-4%	-1%	-3%	-2%
ELG1 genotox	-10%	u	-8%	-7%	u	-1%	5%	x	2%	-3%
Integrin act MD	-48%[inhibitor]	-17%	-25%	-12%	3%	29%	0%	u	24%	6%
p53 reactivation	12%	-3%	0%	x	19%	-9%	5%	x	23%	-1%
B2AR arrestin	-0.2%	0.2%	-0.5%	-0.4%	0.6%	0.2%	0.2%	x	-0.6%	-0.4%
USP2a block	5%	-2%	0%	-5%	1%	2%	-2%	x	5%	3%
Eya2 inh	4%	-22%	1%	-5%	-3%	-3%	2%	x	-9%	9%
TRPV1 agonist	0	14	20	15	-2	-1	u	x	-1	1
TSG101-PTAP inh	0%	-1%	2%	1%	-2%	-2%	-4%	0%	-8%	-9%
BRCA1 expr up	-55%	5%	-7%	-7%	39%	-37%	16%	20%	22%	-30%
uPA surface inh	-5%	10%	0%	4%	-6%	-3%	6%	3%	-1%	6%

[31] Cc1oc2c(c(C)cc3oc(=O)c(CC(=O)N[C@@H](CCCNC(N)=O)C(=O)O)c(C)c32)c1C
[32] Cc1cc(C)cc(NC(=O)C2CCCN2C(=O)Oc2ccccc2)c1 (configuration not stated)
[33] Cc1nn(Cc2cccc(Oc3ccccc3)c2)c(C)c1NC(=O)NC12CC3CC(CC(C3)C1)C2
[34] CCOc1ccc(S(=O)(=O)Nc2ccncc2)c(C)c1C
[35] O=C(Nc1ccc2c(c1)C(=O)NC2=O)c1ccccc1
[36] COc1cc(NS(=O)(=O)c2ccc(NC(=O)c3ccc(C)o3)cc2)nc(OC)n1
[37] C#CCN(C)CC/C=C1\c2ccccc2CSc2ccccc21
[38] CC(=O)N(CCC1(C(C)C)CCOC(C)(C)C1)Cc1ccco1 (configuration not stated)

screen / no.	31	32	33	34	35	36	37	38
S-ASM inh	107%[activator]	-3%	-3%	2%	14%	-2%	4%	-1%
ELG1 genotox	-5%	-1%	-4%	-2%	1%	0%	-11%	x
Integrin act MD	-31%	12%	-4%	0%	2%	7%	2%	-21%
p53 reactivation	-4%	-4%	-5%	-2%	8%	-8%	-7%	x
B2AR arrestin	-0.1%	-0.7%	3.6%	0.5%	0.4%	-0.3%	-0.1%	-1.2%
USP2a block	-1%	2%	0%	2%	3%	-6%	-1%	5%
Eya2 inh	12%	11%	5%	-1%	-1%	24%	-5%	-4%
TRPV1 agonist	-2	-1	1	-1	11	9	26	5
TSG101-PTAP inh	-6%	-1%	-5%	-1%	-1%	x	0%	-8%
BRCA1 expr up	4%	0%	-2%	-19%	-15%	8%	-9%	-11%
uPA surface inh	7%	3%	2%	-1%	-8%	6%	-10%	x

# Reprinted: nos. 31–34
[31] Cc1oc2c(c(C)cc3oc(=O)c(CC(=O)N[C@@H](CCCNC(N)=O)C(=O)O)c(C)c32)c1C
[32] Cc1cc(C)cc(NC(=O)C2CCCN2C(=O)Oc2ccccc2)c1 (configuration not stated)
[33] Cc1nn(Cc2cccc(Oc3ccccc3)c2)c(C)c1NC(=O)NC12CC3CC(CC(C3)C1)C2
[34] CCOc1ccc(S(=O)(=O)Nc2ccncc2)c(C)c1C

screen / no.	31	32	33	34
S-ASM inh	107%[activator]	-3%	-3%	2%
ELG1 genotox	-5%	-1%	-4%	-2%
Integrin act MD	-31%	12%	-4%	0%
p53 reactivation	-4%	-4%	-5%	-2%
B2AR arrestin	-0.1%	-0.7%	3.6%	0.5%
USP2a block	-1%	2%	0%	2%
Eya2 inh	12%	11%	5%	-1%
TRPV1 agonist	-2	-1	1	-1
TSG101-PTAP inh	-6%	-1%	-5%	-1%
BRCA1 expr up	4%	0%	-2%	-19%
uPA surface inh	7%	3%	2%	-1%

# Assay outcomes (PubChem BioAssay)
